# AMPAR-TARP mod = modulators of AMPA receptor GluA2-stargazin complexes; O88602+P19491; HEK293 GluA2+stargazin, membrane potential dye (FDSS), glutamate EC50; hits were called plate by plate, in both directions; calls only at 30 µM; actives 3.5% (n = 40,000);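 active means any of four per-well response measures lying three or more SD from its plate-wide compound average, in either direction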
# Target sequence (O88602 whole entry, looked up): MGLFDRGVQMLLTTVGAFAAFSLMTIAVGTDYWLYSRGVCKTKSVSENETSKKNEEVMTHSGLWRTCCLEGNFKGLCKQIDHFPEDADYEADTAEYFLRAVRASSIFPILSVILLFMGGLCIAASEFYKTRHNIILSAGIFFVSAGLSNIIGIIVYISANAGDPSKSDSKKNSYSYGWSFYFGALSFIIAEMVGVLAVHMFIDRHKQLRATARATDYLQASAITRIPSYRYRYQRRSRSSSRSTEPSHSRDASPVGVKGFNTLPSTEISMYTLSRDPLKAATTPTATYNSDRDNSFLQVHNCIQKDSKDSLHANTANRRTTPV
# Target sequence (P19491 whole entry, looked up): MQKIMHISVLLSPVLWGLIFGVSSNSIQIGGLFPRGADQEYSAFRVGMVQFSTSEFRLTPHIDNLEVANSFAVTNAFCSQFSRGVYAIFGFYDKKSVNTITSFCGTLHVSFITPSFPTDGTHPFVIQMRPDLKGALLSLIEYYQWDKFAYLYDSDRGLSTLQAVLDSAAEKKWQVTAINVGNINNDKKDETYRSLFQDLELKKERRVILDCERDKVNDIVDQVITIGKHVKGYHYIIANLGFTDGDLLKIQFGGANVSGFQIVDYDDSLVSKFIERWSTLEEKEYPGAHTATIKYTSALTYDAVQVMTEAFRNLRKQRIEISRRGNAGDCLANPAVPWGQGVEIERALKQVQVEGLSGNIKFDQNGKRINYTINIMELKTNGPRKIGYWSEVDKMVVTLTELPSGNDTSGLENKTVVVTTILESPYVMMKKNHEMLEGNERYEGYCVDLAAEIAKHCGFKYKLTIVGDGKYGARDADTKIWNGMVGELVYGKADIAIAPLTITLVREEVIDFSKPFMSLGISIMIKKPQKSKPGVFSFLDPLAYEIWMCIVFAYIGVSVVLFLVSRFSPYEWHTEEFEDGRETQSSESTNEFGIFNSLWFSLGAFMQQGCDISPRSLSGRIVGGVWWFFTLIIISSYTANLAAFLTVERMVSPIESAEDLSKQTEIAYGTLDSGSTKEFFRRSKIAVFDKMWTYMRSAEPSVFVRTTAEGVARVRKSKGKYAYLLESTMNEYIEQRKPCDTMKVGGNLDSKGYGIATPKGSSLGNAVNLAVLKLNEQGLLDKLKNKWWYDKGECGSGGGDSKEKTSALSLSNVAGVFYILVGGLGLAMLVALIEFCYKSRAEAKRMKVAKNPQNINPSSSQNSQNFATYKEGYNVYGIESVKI
# AMPAR-TARP mod agonism max-min = also measured in AMPAR-TARP mod; calls as there; compound max-min signal; compound-alone response (agonism);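 unitless range of fluorescence divided by baseline over first 100 seconds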
# AMPAR-TARP mod glutamate slope = recorded beside AMPAR-TARP mod, whose call it bears; glutamate slope, % of max; measured here: glutamate response slope, % max;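 scaled per plate between vehicle wells and maximal 1 mM glutamate control wells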
# Active calls of the source: *; i = inactive; + = active, no number.
# Below each compound: AMPAR-TARP mod agonism max-min	AMPAR-TARP mod	AMPAR-TARP mod glutamate slope
Cc1csc(NC(=O)CSc2c(C)cnc3c2c(=O)n(C)c(=O)n3C)n1
 : 0.0659	i	58.6
O=C(NCCn1ncc2c(N3CCOCC3)ncnc21)c1cc2ccccc2o1
 : 0.0618	i	60.2
CCOC(=O)C1=C(C)NC2=C(C(=O)CCC2)C1c1ccc(C(C)C)cc1 (stereo not drawn)
 : 0.0906	i	36.8
COC(=O)N1CCC(CNC(=O)c2ccco2)CC1
 : 0.0688	i	59.5
Cc1cc2c(cc1C)NC(CC(=O)Nc1cccc(Cl)c1C)C(=O)N2 (stereo not drawn)
 : 0.105	i	58.7
CCOC(=O)Cn1c(=O)c2c(nc3n(-c4cc(C)ccc4C)c(C)c(C)n23)n(C)c1=O
 : 0.0494	i	30.7
COc1ccc(-c2noc(-c3c(SC)nn(CC(=O)Nc4ccccc4OC)c3N)n2)cc1
 : 0.152	i	52.0
Cc1ccc(NC(=O)CSC2=NS(=O)(=O)c3ccccc3N2)cc1F
 : 0.0527	i	36.9
O=S(=O)(NCC1(O)CCCC1)c1cccc(Cl)c1
 : 0.0888	i	61.4
NC(=O)Cn1nnn(-c2ccc(NC(=O)C34CC5CC(CC(C5)C3)C4)cc2)c1=O
 : 0.136	i	86.0
COc1ccc2nc(N(CCN3CCOCC3)C(=O)c3ccc(C#N)cc3)sc2c1
 : 0.0939	i	48.2
COc1ccc(N2C(=O)/C(=C/c3cccnc3)SC2=S)c(OC)c1
 : 0.0893	i	58.6
COc1ccc(NC(=O)C(=O)NCC2CCN(c3ccccn3)CC2)cc1
 : 0.0985	i	53.1
O=C(CSc1nc(=O)n(CCO)c2c1CCC2)N1CCN(c2ccccc2)CC1
 : 0.125	i	58.3
COc1cc(OC)cc(C(=O)N2CCC3(CC2)NC(=O)NC3=O)c1
 : 0.0492	i	30.9
Cc1nn(-c2ccccc2)c2ncc(C(=O)Nc3ccc(OC(F)(F)F)cc3)c(Cl)c12
 : 0.0861	i	48.4
O=C(CC1=NS(=O)(=O)c2ccccc2N1)Nc1cccc(Br)c1
 : 0.111	i	62.3
CCCS(=O)(=O)N1CCN(c2cccc(Cl)c2)CC1
 : 0.0572	i	47.4
O=C(NCCc1ccc(F)cc1)c1nnn(-c2ccccc2)c1CSc1ncccn1
 : 0.0417	i	64.8
COc1ccc(S(=O)(=O)NCCC(=O)N2CCC(C)CC2)cc1N(C)S(C)(=O)=O
 : 0.0612	i	50.2
COc1cn(CC(=O)N2CCc3ccccc32)c(CSc2ccc(Cl)cc2)cc1=O
 : 0.094	i	54.7
O=c1nc(SCc2ccc([N+](=O)[O-])cc2)c2c(n1CC1CCCO1)CCC2 (stereo not drawn)
 : 0.0676	i	62.6
COc1cccc(C(=O)Oc2c(S(=O)(=O)c3ccc(C)cc3)c(C)nn2C(C)(C)C)c1
 : 0.0489	i	55.9
CNC(=O)Cc1csc(NC(=O)Cn2c(-c3cnccn3)nc3ccccc32)n1
 : 0.138	i	65.7
COc1ccc(C(=O)Nc2nnc(-c3cc(C)ccc3C)o2)c(OC)c1
 : 0.206	i	66.7
Cc1ccn(C(=O)c2ccc(NC(=O)CC(C)C)cc2)n1
 : 0.0572	i	35.9
CCc1ccc2nc(N(CCN3CCOCC3)C(=O)CCOc3ccccc3)sc2c1
 : 0.103	i	53.4
CCCc1nc2ccccc2n2cc3c(=O)n(C)c(=O)n(C)c3c12
 : 0.0822	i	29.4
CCOC(=O)c1ccccc1NC(=O)Cn1cc(OC)c(=O)cc1CSc1ccc(F)cc1
 : 0.0972	i	57.1
Cc1cc(C)c2c(c1)c(C)cc1nnnn12
 : 0.109	i	34.3

# Later entries
# Below each compound: AMPAR-TARP mod agonism max-min	AMPAR-TARP mod	AMPAR-TARP mod glutamate slope
Cc1noc(C)c1CCC(=O)N1CCN(c2ccc(-c3ccc4c(c3)OCO4)nn2)CC1
 : 0.0337	i	37.0
Cc1cc(C)c(NC2=C/C(=N/S(=O)(=O)c3cccs3)c3ccccc3C2=O)c(C)c1
 : 0.202*	+	40.5*
CC(C)c1nnc(C2CCN(S(=O)(=O)N(C)C)CC2)o1
 : 0.0548	i	57.5
Cc1cc(C)c(S(=O)(=O)N2CCN(S(=O)(=O)N3CCCC3)CC2)c(C)c1
 : 0.0795	i	64.4
Cc1ccc(S(=O)(=O)NCCn2nc(-c3ccc(Cl)cc3)ccc2=O)cc1C
 : 0.0416	i	54.0
O=C(CSc1nnc(-c2cccnc2)n1-c1ccccc1)N1CCN(c2ccccn2)CC1
 : 0.138	i	76.5
CCNC(=O)C1CCN(c2cc(SCC(=O)NCc3ccc(C)cc3)ncn2)CC1
 : 0.0988	i	52.7
CCCOC(=O)C1=C(C)NC(=O)NC1c1ccc(OCCC)c(OC)c1 (stereo not drawn)
 : 0.0858	i	38.7
O=C1CN(Cc2ccc3c(c2)OCO3)C2CS(=O)(=O)CC2N1c1ccc(Cl)cc1 (stereo not drawn)
 : 0.0917	i	51.6
Cc1c(Cl)cccc1NC(=O)CSc1ncc(S(=O)(=O)c2cccs2)c(N)n1
 : 0.108	i	60.0
CC(C)Cc1cnc2c(c1SCC(=O)Nc1ccc(F)cc1F)c(=O)n(C)c(=O)n2C
 : 0.0436	i	58.1
CSc1cccc(NC(=O)C(=O)NCC2CCN(Cc3cccs3)CC2)c1
 : 0.0672	i	61.8
COc1ccc(OC)c(Nc2nc(CC(=O)NC3CC3)cs2)c1
 : 0.157	i	82.2
Cn1c(=O)c(C(=O)NCCc2ccc(S(N)(=O)=O)cc2)cc2cccnc21
 : 0.0983	i	64.2
COc1ccc(C(=O)Nc2sc3c(c2-c2nc4ccccc4s2)CCN(C(C)=O)C3)cc1OC
 : 0.149	i	75.2
Cc1nn(-c2ccccc2)c(NC(=O)c2cccs2)c(-c2ccc(Cl)cc2)c1=O
 : 0.0626	i	59.0
CSc1ccccc1NC(=O)c1ccn(C)n1
 : 0.0749	i	64.0
COc1ccc(N(CC(O)CNC(C)C(=O)O)S(=O)(=O)c2ccc(Cl)cc2)cc1 (stereo not drawn)
 : 0.122	i	56.7
Cc1ccc(-n2nnc(C(=O)NCCO)c2-c2ccco2)cc1
 : 0.11	i	59.7
CN(C)CCNC(=O)C(=O)c1cn(CC(=O)N2CCOCC2)c2ccccc12
 : 0.0914	i	52.2
CCCNC(=O)Cc1cc(-c2ccc(Cl)cc2)on1
 : 0.0565	i	41.6
O=C(Nc1cccc(N2CCCCC2=O)c1)c1cccc(C(F)(F)F)c1
 : 0.123	i	63.1
CCOC(=O)N1CCc2nc(NC(=O)c3ccc(Br)s3)sc2C1
 : 0.115	i	79.8
CC(=O)N1CCc2c(sc(NC(=O)c3cccc(C)c3)c2-c2nc3ccccc3s2)C1
 : 0.118	i	69.0
O=C(Nc1ccccc1F)c1ccc(Cl)c(N2C(=O)CCS2(=O)=O)c1
 : 0.126	i	49.6
COc1ccc(-c2c(C)c3ccc4c(c3oc2=O)CN(Cc2ccco2)CO4)cc1OC
 : 0.107	i	52.3
CCOc1ccc(-c2ccc(=O)n(CCNS(=O)(=O)c3ccc(F)c(C(F)(F)F)c3)n2)cc1
 : 0.0811	i	55.3
O=C(CN1CCN(c2nccn2-c2cccc(Cl)c2)CC1)Nc1ccccc1F
 : 0.0405	i	44.8
O=C(NCC1(O)CCCC1)c1cc(Cl)ccc1Cl
 : 0.0675	i	55.5
Cc1cc(-c2nnc(NC(=O)c3ccc(S(=O)(=O)N(C)C)cc3)o2)nn1C
 : 0.161*	+	39.0*

# Pulled by structure from the list above (7):
# Below each compound: AMPAR-TARP mod agonism max-min	AMPAR-TARP mod	AMPAR-TARP mod glutamate slope
O=C(CSc1nnc(-c2cccnc2)n1-c1ccccc1)N1CCN(c2ccccn2)CC1
 : 0.138	i	76.5
Cc1ccc(S(=O)(=O)NCCn2nc(-c3ccc(Cl)cc3)ccc2=O)cc1C
 : 0.0416	i	54.0
O=C1CN(Cc2ccc3c(c2)OCO3)C2CS(=O)(=O)CC2N1c1ccc(Cl)cc1 (stereo not drawn)
 : 0.0917	i	51.6
CCCc1nc2ccccc2n2cc3c(=O)n(C)c(=O)n(C)c3c12
 : 0.0822	i	29.4
CNC(=O)Cc1csc(NC(=O)Cn2c(-c3cnccn3)nc3ccccc32)n1
 : 0.138	i	65.7
COc1ccc(N2C(=O)/C(=C/c3cccnc3)SC2=S)c(OC)c1
 : 0.0893	i	58.6
CCc1ccc2nc(N(CCN3CCOCC3)C(=O)CCOc3ccccc3)sc2c1
 : 0.103	i	53.4

# New compounds follow.
# Below each compound: AMPAR-TARP mod agonism max-min	AMPAR-TARP mod	AMPAR-TARP mod glutamate slope
CC(=O)N1CCN(CC(=O)Nc2ccc(Br)cc2)CC1
 : 0.0974	i	71.8
COC(=O)c1ccc(NC(=O)Cn2cnc(-c3ccccc3)cc2=O)cc1
 : 0.0929	i	43.3
O=C(NCCn1ncc2c(N3CCOCC3)ncnc21)c1cccs1
 : 0.0619	i	68.8
COc1cc(C)c(Cl)cc1S(=O)(=O)NCCN1CCOCC1
 : 0.103	i	65.4
O=C(Nc1ccc(O)cc1)C(=O)Nc1nc2ccccc2s1
 : 0.105	i	52.5
CCCCCCNc1nc2c(c(=O)[nH]c(=O)n2C)n1CC(O)COc1cccc(CC)c1 (stereo not drawn)
 : 0.123	i	46.1
O=C(NCc1cccs1)C(=O)NCC(O)(c1cccs1)C1CC1 (stereo not drawn)
 : 0.117	i	59.1
Cc1ccc2c(=O)cc(-c3ccc(Cl)cc3)oc2c1
 : 0.0966	i	71.8
COCCCNC(=O)c1c(N)n(CCc2ccccc2F)c2nc3ccccc3nc12
 : 0.168	i	57.7
COc1cccc(C(=O)Nc2ccc(-n3c(C)nc4ncccc4c3=O)cc2)c1
 : 0.0695	i	-5.3
CN(C)C(CNC(=O)C(=O)Nc1ccc(C(F)(F)F)cc1)c1ccco1 (stereo not drawn)
 : 0.0704	i	96.1
CC(=O)Nc1ccc(NS(=O)(=O)c2ccc(N3C(=O)C(C)CS3(=O)=O)cc2)cc1 (stereo not drawn)
 : 0.0954	i	57.3
COc1ccc(N2CC(C(=O)Nc3cc(C)nn3C3CCS(=O)(=O)C3)CC2=O)cc1 (stereo not drawn)
 : 0.0718	i	45.0
NC(=O)c1ccccc1NC(=O)Cc1csc(NC(=O)c2ccc(=O)[nH]c2)n1
 : 0.0863	i	39.9
O=C(NCc1nc(-c2ccccc2)cs1)NC1(c2ccccc2)CC1
 : 0.0518	i	24.0
Cn1cccc(C(=O)Nc2ccc(CC(=O)NCc3cccs3)cc2)c1=O
 : 0.117	i	54.4
CC(=O)N(C)c1ccc(OCC(O)CN(c2ccc(F)cc2)S(C)(=O)=O)cc1 (stereo not drawn)
 : 0.0769	i	64.9
Cc1nc(NCc2ccc(F)cc2)nc(N2CCOCC2)c1[N+](=O)[O-]
 : 0.109	i	70.5
CCCN1C(SCC(=O)Nc2ccc(OCC)cc2)=NS(=O)(=O)c2ccccc21
 : 0.116	i	48.9
NC(=O)C1CCN(C(=O)C(=O)NC2CC2)CC1
 : 0.0863	i	55.7
CCCOc1ccc(N2CCN(C(=O)c3cc(Cl)ccc3OC)CC2)nn1
 : 0.0912	i	64.4
Cc1ccc(Nc2ccc(NC(=O)c3cccs3)cc2)nn1
 : 0.155	i	52.3
Cc1nn2c(N)c3c(nc2c1-c1ccccc1)CCC3
 : 0.185	i	50.9
NS(=O)(=O)c1ccc(CNC(=O)Cc2csc(Nc3cccc(Cl)c3)n2)cc1
 : 0.171	i	56.3
O=C(Nc1ccc2c(c1)N(C(=O)C1CC1)CC2)c1ccc(Cl)c(Cl)c1
 : 0.198*	+	76.3*
O=C(Cn1c2c(c(=O)n(C3CCCCC3)c1=O)CCC2)N1CCc2ccccc21
 : 0.0708	i	64.9
Cc1cc(C)cc(NC(=O)Cn2ccn(Cc3ccc(Cl)cc3)c(=O)c2=O)c1
 : 0.0494	i	58.2
O=C(CCCS(=O)(=O)c1ccc(Cl)cc1)Nc1nnc(-c2cccs2)o1
 : 0.101	i	57.7
COc1ccc(CCC(=O)NCCCS(=O)(=O)N2CCN(c3ccccc3)CC2)cc1
 : 0.157	i	73.1
COc1ccc(CCNC(=O)C(=O)Nc2ccc3c(c2)OCCO3)cc1
 : 0.043	i	51.2
CNC(=O)CSc1nc(-c2ccccc2)c(NC(=O)c2ccc3c(c2)OCO3)s1
 : 0.0807	i	47.1

# Single records, from the list above. Order of values: AMPAR-TARP mod agonism max-min	AMPAR-TARP mod	AMPAR-TARP mod glutamate slope
# `Cc1nn(-c2ccccc2)c2ncc(C(=O)Nc3ccc(OC(F)(F)F)cc3)c(Cl)c12` is listed with 0.0861	i	48.4
# `O=C(NCCn1ncc2c(N3CCOCC3)ncnc21)c1cc2ccccc2o1` is listed with 0.0618	i	60.2
# `Cc1nc(NCc2ccc(F)cc2)nc(N2CCOCC2)c1[N+](=O)[O-]` is listed with 0.109	i	70.5

# Screening results from PubChem BioAssay.

# Some of the compounds tested; count on the stated rates, not on these rows.
